Screening results: PubChem, several laboratories
Wnt bcat act: Wnt/beta-catenin pathway activation | Wnt/beta-catenin reporter cell assay, activator, plate reader | activation, % at 9.35 µM | 300,000 tested, 1.2% active; in the data active = activation above about 30%, passing the limit was not always enough;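 note: 0% = neutral control wells and 100% = positive control wells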
OPRM1-OPRD1 ag: OPRM1-OPRD1 heterodimerization agonism | P35372+P41143 | cells, luminescence | activation, % at 9.3 µM | 340,000 tested, 0.3% active | AID 504326; in the data active = activation above about 18%;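 note: 0% = vehicle-treated cells and 100% = reference agonist; values of inactives mirror those of a sister screen read the other way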
Target sequence (P35372 whole entry, looked up): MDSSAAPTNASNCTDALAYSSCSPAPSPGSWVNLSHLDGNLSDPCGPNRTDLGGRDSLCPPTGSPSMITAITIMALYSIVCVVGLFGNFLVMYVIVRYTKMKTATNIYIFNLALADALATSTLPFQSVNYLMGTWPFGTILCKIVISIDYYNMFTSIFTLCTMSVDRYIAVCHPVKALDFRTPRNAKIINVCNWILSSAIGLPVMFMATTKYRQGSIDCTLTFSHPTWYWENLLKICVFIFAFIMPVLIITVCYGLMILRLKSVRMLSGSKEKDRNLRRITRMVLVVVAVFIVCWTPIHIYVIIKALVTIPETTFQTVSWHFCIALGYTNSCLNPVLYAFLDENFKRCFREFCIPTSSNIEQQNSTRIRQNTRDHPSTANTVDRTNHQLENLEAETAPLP
Target sequence (P41143 whole entry, looked up): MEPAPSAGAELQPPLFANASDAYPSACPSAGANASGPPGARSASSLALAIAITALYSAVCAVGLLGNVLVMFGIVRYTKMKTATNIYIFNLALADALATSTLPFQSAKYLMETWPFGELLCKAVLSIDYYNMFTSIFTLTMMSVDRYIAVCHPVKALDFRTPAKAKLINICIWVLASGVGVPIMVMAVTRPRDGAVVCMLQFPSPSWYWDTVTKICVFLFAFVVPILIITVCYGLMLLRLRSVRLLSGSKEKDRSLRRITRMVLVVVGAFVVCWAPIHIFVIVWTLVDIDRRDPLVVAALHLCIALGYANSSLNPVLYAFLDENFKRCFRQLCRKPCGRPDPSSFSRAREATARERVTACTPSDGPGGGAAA
MOR-DOR inv ag: mu-delta opioid heterodimer inverse agonism; P35372+P41143; cell-based MOR-DOR heterodimer luminescence; inhibition, % at 9.3 µM; 340,000 tested, 0.21% active; in the data active = inhibition above about 22%, passing the limit was not always enough;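 note: 0% = cells with DMSO and 100% = wells without cells with DMSO; values of inactives mirror those of a sister screen read the other way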
Arr AP2 block: blocks beta-arrestin peptide binding to AP2 adaptin; FITC-arrestin peptide / GST-AP2 beads, flow cytometry; AP2 beta2 appendage carries R879A mutation; 340,000 tested, 0.31% active; inhibition, % at 10 µM; AID 504490;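 active = inhibition above a set limit, near 3 SD of compounds lacking own fluorescence, cut at about 54% in these data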;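 note: plate controls were DMSO wells for no effect and 5 µM unlabelled arrestin peptide for full effect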
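Material – GST-tagged AP2 beta2-adaptin appendage (R879A) on 4 µm glutathione beads · Probe or stimulus – fluorescein-tagged arrestin peptide at 50 nM final · Timing – 12 min plus 1 h, RT · Detection – bead flow cytometry, FITC channel · Read-out basis – inhibition as reduced fluorescein signal on beads, percent · Medium – PBS plus Tween 20 (0.05%) and BSA (0.1%)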
LANA DNA inh: blocks KSHV LANA C-terminal domain binding to DNA; MBP-C-LANA/FAM-LBS DNA binding, fluorescence polarization; inhibition, % at 9 µM; 340,000 tested, 0.078% active; AID 504423;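 active = highest replicate inhibition at or above 60% at 9 µM, even if other replicates fall short; inactive = all replicates below 60% inhibition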;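 note: 0% = neutral control wells and 100% = 4 µM acridine orange control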
Cardiac RTF inh: cardiac RTF calcium desensitization; 340,000 tested, 0.12% active; IANBD-labeled cardiac RTF, Ca2+ fluorescence; P19429+P45379; inhibition, % at 7.15 µM; AID 493244;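 active = inhibition above the mean inhibition of all tested compounds plus 3 SD, cut at about 17% in these data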;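 note: assay run at fixed EC70 calcium of 1.6 mM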
Keap1-Nrf2 PPI: disrupts human Keap1 binding to Nrf2 peptide. Q14145. Keap1 Kelch-Nrf2 peptide fluorescence polarization, 1536-well. inhibition, % at 9.4 µM. 340,000 tested, 0.15% active. AID 504523; in the data active = inhibition above about 12%;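 note: human Keap1 Kelch domain with fluorescein labeled Nrf2 9mer peptide probe; 0% = neutral control wells and 100% = peptide positive control; higher means more block of Keap1 binding to Nrf2 peptide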
Pemphigus Ab inh: blocks pemphigus antibody binding to human desmoglein-3 | 310,000 tested, 0.48% active | DSG3-coupled beads, scFv-anti-DSG3-GFP binding, flow cytometry; active compounds read low | P32926 | binding (percent of control), % at 10 µM;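 active = binding more than 3 SD below its plate's average and above zero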;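 note: hits lower antibody fragment binding to DSG3; some compounds called inactive have numbers as strong as hits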
V-ATPase pHluor: regulators of yeast V-ATPase proton transport; S. cerevisiae, pHLuorin cytosolic pH fluorescence; 350,000 tested, 0.37% active; AID 504577; response, % at 10 µM; in the data active = response mostly above about 7.3%, no sharp cut-off; inactive = mostly below about 5.4%; note: actives read high; inactives centre near 0; some compounds called inactive have numbers as strong as hits; reference of the scale not given here
cardiac RTF act: increases calcium sensitivity of human cardiac regulated thin filaments. P19429+P45379. IANBD-labeled TnC RTF fluorescence at EC20 calcium; 0% EC20 calcium, 100% full calcium. activation, % at 7.2 µM. 340,000 tested, 0.24% active. AID 493008;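 active = activation above the mean over all tested compounds plus 3 SD, cut at about 30% in these data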;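 note: rise in fluorescence read as greater calcium sensitivity of cardiac thin filaments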
The depositor's hits bear a star; x = not tested or not shown.

SMILES	Wnt bcat act	OPRM1-OPRD1 ag	MOR-DOR inv ag	Arr AP2 block	LANA DNA inh	Cardiac RTF inh	Keap1-Nrf2 PPI	Pemphigus Ab inh	V-ATPase pHluor	cardiac RTF act
COC(=O)COc1cccc(NC(=O)c2cccs2)c1	-1	-2.7	15	14	0.1	-5	-2	99	2	-2
O/N=C\c1cccn1-c1nccs1	0	-4.3	20	17	2.7	14	0	114	-1	-4
COc1cc(OC)c2c(-c3cccc(-c4ccoc4)c3)cc(=O)oc2c1	-2	-1.2	6	-12	-1.0	-4	-2	99	1	-1
O=C(Nc1cc([N+](=O)[O-])ccc1F)c1cccs1	x	-1.6	9	2	1.0	7	-2	97	3	-1
CCOC(=O)CCc1c(C)c2ccc(OCC(=O)N3CCOCC3)c(C)c2oc1=O	-3	1.6	-8	-5	-1.3	-9	-9	101	0	7
C=CCn1c(C2CCCCC2)n[nH]c1=S	2	-0.9	4	30	0.3	-8	-3	93	1	-1
Cc1ccc(Nc2ccccc2)nn1	0	-2.8	14	7	-0.6	-1	1	91	-1	3
CC(CNC(=O)CCc1nnc(CCC2CCCCC2)o1)c1ccccc1 (stereo not drawn)	20	-0.3	2	17	1.2	-8	-3	109	0	-3
OCc1ccc(N=Nc2ccccc2)cc1	-2	-4.2	21	7	-2.4	1	-1	108	3	-2
CC(C)Oc1cccc(C(=O)NC(=S)Nc2ccc(Cl)c(C(=O)O)c2)c1	4	-1.1	5	-3	-0.8	-6	-1	93	0	2
O=C(C1CCC(C(=O)N2CCCCC2)CC1)N1CCCCC1 (stereo not drawn)	0	-2.9	13	13	26	-3	-3	119	6	-2
CC(C)(C)n1cnc2cc(NC(=O)c3ccco3)ccc21	15	-2.3	12	21	-0.1	-2	2	102	4	7
C=CC[C@H](CC(=O)NCCO)C(=O)N[C@H](COC(=O)[C@H](CC=C)CC(=O)OC(C)(C)C)Cc1c[nH]c2ccccc12	-2	-1.8	8	1	2.0	-6	3	102	0	-5
C=CCOc1ccccc1C(=O)/C=C1/C(=O)Nc2ccccc21	3	-2.0	9	-8	1.0	1	1	98	-6	0
COc1ccc(CCn2c(NN=C3CCCCC3)nc3c2c(=O)[nH]c(=O)n3C)cc1	x	10	-52	-2	-0.9	-7	-1	98	0	2
CCO[C@@H]1OC(C(=O)O)=C[C@H](C2CC2)[C@H]1CCCO	-1	-1.4	8	17	2.5	4	-3	105	-1	3
CC(C)(C)C(=O)CN1C(=O)NC(C)(Cc2ccc3c(c2)OCO3)C1=O (stereo not drawn)	-2	-1.1	8	6	-1.8	6	-6	x	9	3
COc1ccc(CN2CCC(Oc3cc(C(=O)NC4CC4)ccc3OC)CC2)c(O)c1	-3	-0.9	5	28	-1.2	-1	-6	101	-1	2
CCCn1nc(C(=O)Nc2ccc(S(=O)(=O)Nc3nccs3)cc2)c2ccccc2c1=O	x	-3.5	19	12	28	-14	-2	115	-1	3
COc1cccc(NC(=O)CN(C)C(=O)Cn2c(=O)oc3ccccc32)c1	0	-0.1	0	4	-0.5	-3	-4	90	-1	2
CCCCN(C(=O)c1ccc(-c2ccc([N+](=O)[O-])cc2)o1)c1c(N)n(CC(C)C)c(=O)[nH]c1=O	-6	-1.0	4	3	-2.9	-8	0	x	-3	-5
COc1ccc(-c2noc(CCC(=O)N3CCN(c4cc(C)ccc4C)CC3)n2)cc1	x	4.2	-21	-9	0.2	-4	-2	128	4	6
Cc1cc(C)nc(-n2nc(C)cc2NC(=O)c2cccc(S(=O)(=O)N3CCOCC3)c2)n1	-2	-3.0	16	0	-0.4	-6	-3	86	3	4
Cc1cc(Br)ccc1NC(=O)CNC(=O)CN(C)C1CCS(=O)(=O)C1 (stereo not drawn)	0	-1.2	8	-15	0.0	-9	-3	94	-2	-1
COc1ccc(CCNC(=O)[C@H](CC(C)C)NC(=O)N2CCn3c2nc2ccccc23)cc1OC	-2	x	x	3	-0.5	-5	-8	108	2	2
Oc1ccc(/C=N/Nc2ccc(Cl)nn2)c(O)c1O	0	3.5	-19	17	-1.6	-6	-8	66	0	2
COc1ccc(OC)c(S(=O)(=O)Nc2c(C)cccc2C)c1	0	-2.8	13	17	-1.1	-11	0	107	-3	-2
COc1ccc2c(=O)c(-c3cnn(-c4ccccc4)c3)c(C)oc2c1	0	1.3	-8	3	-2.2	-6	-1	125	3	-7
COc1cccc(NC(=O)N2CCCC2C(=O)NCc2ccc(Cl)cc2)c1 (stereo not drawn)	-2	-1.9	10	9	0.4	0	-3	117	-1	6
CSc1ccccc1NC(=O)COC(=O)c1ccccc1O	2	0.2	-1	-9	1.6	-4	0	96	-2	9
Cc1nc2ccccc2c2c(N)cccc12	-5	-2.5	13	-11	-0.3	-1	-6	94	1	-3
CS(=O)(=O)Nc1ccc(Cc2ccc(NS(C)(=O)=O)cc2)cc1	x	-0.1	1	5	0.9	-2	-3	105	-3	-4
Cc1[nH]c2ccccc2c1C(=O)NS(=O)(=O)Nc1ccc(F)cc1	-6	-2.1	11	19	-1.9	-5	-1	103	6	-2
Cc1ccc(NC(=O)NC2CCN(S(=O)(=O)c3ccc(F)cc3)CC2)cc1	-3	1.7	-10	7	-3.2	-19	-5	98	1	-1
CCCn1c(SC(C)C(=O)O)nc2ccccc21 (stereo not drawn)	x	0.3	-1	-10	-0.5	2	-3	102	-3	-2
NS(=O)(=O)c1ccc(CNC(=O)c2ccc(C(=O)c3ccccc3)cc2)cc1	-4	-3.9	20	10	3.4	4	-2	116	2	2
COc1cc(NC(=O)c2ccccc2)c(OC)cc1NC(=O)CN1C(=O)NC2(CCCCC2)C1=O	-2	2.9	-11	13	-3.4	-6	5	116	-2	0
COc1cc(NC(=O)CCCNC(=O)c2ccc(Cl)cc2)cc(OC)c1OC	-2	-1.2	5	-6	0.3	1	1	97	0	1
COc1ccc(S(=O)(=O)N2CCCCC2)cc1NC(=O)CCNC(=O)c1ccc(Cl)cc1	-3	-0.3	2	1	-0.4	0	3	50*	1	-8
COc1ccc(CNC(=O)CN(C)Cc2ccc(C(C)(C)C)cc2)cc1	-2	0.2	-1	6	-1.3	-7	-3	92	-2	0
CNC(=O)CN(C)S(=O)(=O)c1ccc(F)cc1	x	0.7	-3	-6	-0.3	-3	0	79*	-2	3
O=C(ON=C1CCN(S(=O)(=O)c2ccccc2)CC1)c1ccc(Cl)cc1	-6	1.1	-7	-1	-0.7	-10	-4	110	-5	-1
C[C@H](CO)N1C[C@H](C)[C@@H](CN(C)S(=O)(=O)c2ccc(F)cc2)Oc2ccc(NC(=O)CCC(F)(F)F)cc2C1=O	-4	-2.3	13	-5	-0.4	-8	-4	108	0	3
CN(CC(=O)Nc1cccc(F)c1)C(=O)c1ccc(-n2cncn2)c([N+](=O)[O-])c1	0	-0.3	2	-7	0.6	7	-5	114	-1	9
CC(=O)Nc1ccc(S(=O)(=O)N(c2cccnc2)S(=O)(=O)c2ccc(NC(C)=O)cc2)cc1	x	-0.1	1	-3	0.3	-2	-2	115	-3	-3
Cc1nc2ccc(C(=O)Nc3ccc(N(C)C)cc3)cc2s1	0	1.5	-7	30	0.2	-8	1	92	3	0
COc1cc(SC)ccc1C(=O)OCC(=O)NC1CCCCC1	3	0.5	-2	-17	-2.0	7	-1	102	-1	2
CCN(CC)CCNC(=O)CNC(=S)N(CCCN1CCOCC1)Cc1cccs1	12	0.5	-2	3	-0.6	-16	-5	x	1	8
Cc1ccc(-c2csc3ncn(CC(=O)N4CCOCC4)c(=O)c23)cc1C	-6	-1.6	9	3	1.0	-23	-4	x	-2	-6
N#Cc1nc(COc2ccc(Cl)cc2)oc1NCc1ccc2c(c1)OCO2	x	4.3	-25	-2	0.5	-4	-2	101	-4	-3
Later entries
SMILES	Wnt bcat act	OPRM1-OPRD1 ag	MOR-DOR inv ag	Arr AP2 block	LANA DNA inh	Cardiac RTF inh	Keap1-Nrf2 PPI	Pemphigus Ab inh	V-ATPase pHluor	cardiac RTF act
O=c1c(Cl)c(Cl)cnn1Cc1nnc(-c2ccccc2Br)o1	-3	-4.1	19	-9	-0.3	-21	-5	103	1	0
Cc1cc(Nc2ccc(Cl)cc2)n(-c2cccc(Cl)c2)n1	-1	9.0	-52	9	0.6	14	-4	110	-3	-5
CSCCC(NS(=O)(=O)c1ccc2ccccc2c1)C(=O)OCC(=O)c1ccc(C(C)C)cc1 (stereo not drawn)	x	-1.1	6	15	1.3	2	-8	98	2	-6
O=C(O)CSCCCC(=O)Nc1ccc(Br)cc1	0	-3.8	17	-5	0.0	-17	-4	125	-2	13
CN(C)C(=O)/C(C#N)=C\c1cc(Br)c(Sc2ccc(Cl)cc2)o1	x	0.6	-3	-8	1.4	-4	0	100	0	-1
CC(C)Cc1ccc(S(=O)(=O)Nc2ccccn2)cc1	-1	-1.1	5	4	0.2	-14	-7	100	0	-1
Cc1cc(=O)[nH]c(SCC(=O)C23CC4CC(CC(C4)C2)C3)c1C#N	x	-1.2	6	-5	0.8	-4	-1	x	1	1
